# PGC1a acetyl inh – lowers PGC1a acetylation signal in U2OS cells | AlphaScreen anti-acetyl-lysine; with virally co-expressed GCN5 acetyltransferase | inhibition, % at 15.6 µM | actives 0.17% (n = 350,000) | AID 651687;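 active = every replicate shows inhibition of at least 40%; inconclusive = mean inhibition at least 40% but some replicate below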;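 note: 0% = neutral control wells and 100% = positive control wells; some results beyond the cut were filed as inactive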
# miR-122 sensor – inhibitors of miR-122 in Huh7 cells; Huh7 miR-122 Renilla luciferase sensor, 48 h; neutral wells = 0, positive control = 100; activation (reporter increase), % at 12.5 µM; actives 0.3% (n = 340,000);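 active = mean replicate activation score at least 90 and every replicate individually at or above 90; inconclusive = only one of the two criteria met; inactive = neither criterion met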;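 note: higher luciferase means less miR-122 activity so hits act as miR-122 inhibitors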
# Starred values were filed as active, the others as inactive; ? = inconclusive; [ ] = dose if it differs, or a comment. Only part of the results is shown; count on the stated rates, not on these rows.
SMILES,PGC1a acetyl inh,miR-122 sensor
COc1ccc(-c2cc(C(F)(F)F)n3ncc(C(=O)O)c3n2)cc1OC,1,-2
COc1cc(/C=N/NC(=O)C2c3ccccc3Oc3ccccc32)ccc1O,4,2
CCOC(=O)c1ccc(NC(=O)CSCc2ccco2)cc1,-13,-3
COc1ccc(OC)c2[nH]c(=O)c(CCNC(=O)c3ccc(S(=O)(=O)N4CCCCC4)cc3)cc12,-18,1
C=CCn1c(SCc2nc3ccccc3c(=O)[nH]2)nc2ccccc2c1=O,-5,1
COc1ccc(Cl)cc1NS(=O)(=O)c1ccc(S(=O)(=O)N2CCCC2)cc1,-25,11
CCNC(=O)NC(=O)COC(=O)CNC(=O)COc1ccccc1,6,-1
O=C(CN1C(=O)CSC1=O)N1CCCCC1,11,5
CCC(C)[C@@H](NC(=O)OC(C)(C)C)c1nnc(S(=O)(=O)Cc2cccc(C)c2)o1 (stereo partly drawn),-34,-23
CCOC(=O)c1cccc(NC(=O)COC)c1,-11,-1
Cc1ccc(C(=O)CCC2CCCC2=O)cc1 (stereo not drawn),-3,-6
CS(=O)(=O)N(CC(=O)N1CCC(C(N)=O)CC1)c1ccc(Oc2ccccc2)cc1,4,3
Cc1ccc(NC(=O)CN(C)S(=O)(=O)c2cnc[nH]2)cc1C,-5,-2
Cc1c(C(=O)Nc2ccc(C(=O)O)cc2)cnn1C,-10,-2
COC(=O)c1ccc2c(c1)C(C)(C)C(/C=C/c1ccc(O)cc1)=[N+]2C,-59,13
CC(C)(C)c1ccc(OCC(=O)Nc2ccc(-c3nc4cccnc4o3)cc2)cc1,3,1
COc1cc(C)nc(N2CCCC(C(=O)Nc3cc(Cl)ccc3OC)C2)n1 (stereo not drawn),-3,-3
C[C@@H]1CN([C@@H](C)CO)C(=O)c2cc(NC(=O)Nc3ccc(C(F)(F)F)cc3)ccc2O[C@H]1CN(C)S(=O)(=O)c1cccs1,0,6[16.7 µM]
CCOC(=O)CSc1nc2c(c(=O)n(C)c(=O)n2C)n1CCCc1ccccc1,4,-4
COc1ccc(CNC(=O)Cc2nn(C)c(=O)c3ccccc23)cc1,22,-7
CCCCCCCCn1c(=O)c(C(=O)OCC)c(O)c2ccccc21,-15,-1
Cc1nnc(SCC(=O)N2CCN(c3ccccc3)CC2)n1-c1ccccc1,-5,-1
COc1cc2c(cc1OC)C(CC#N)=NC(C)(C)C2,-3,3
Cn1cccc1/C=N/n1c(-c2ccc(Cl)cc2)n[nH]c1=S,2,10
Cc1ccccc1OCC(=O)Nc1ccc(N2CCN(C(=O)C(C)C)CC2)c(Cl)c1,8,-5
CS(=O)(=O)c1cnc(-c2ccccc2)nc1Oc1ccc(Cl)cc1,9,-1
CCCCCc1ccc(CC(=O)O)cc1,24,-13
Cc1ccc(C)n1NC(=O)c1cccs1,6,-15
COc1cccc2c1OC[C@@H](CO)[C@H]2N(C)C(=O)Nc1ccc(Cl)cc1Cl,7,-3
C[C@H]1CN([C@@H](C)CO)C(=O)c2cc(NC(=O)Nc3ccc(C(F)(F)F)cc3)ccc2O[C@H]1CN(C)S(=O)(=O)c1cccs1,6,-4[16.7 µM]

# Retrieved by structure from above:
SMILES,PGC1a acetyl inh,miR-122 sensor
Cc1ccccc1OCC(=O)Nc1ccc(N2CCN(C(=O)C(C)C)CC2)c(Cl)c1,8,-5
Cc1ccc(C(=O)CCC2CCCC2=O)cc1 (stereo not drawn),-3,-6

# (further entries)
SMILES,PGC1a acetyl inh,miR-122 sensor
O=C(Nc1nc(-c2cccs2)c(-c2ccccc2)s1)c1ccco1,-39,17
COc1ccc(CC(=O)NCc2ccccn2)cc1OC,-14,1
Cc1cc(C)c2c(C)nn(C3CCCCC3)c2n1,4,-3
Cc1ccc(C(=O)NCCCn2ccnc2)cn1,6,-2
COc1ccc(OC)c(-c2cc(C(=O)Nc3cc(C)on3)no2)c1,10,-2
O=S(=O)(c1ccccc1F)N(Cc1ccco1)Cc1nnc(-c2ccccc2Br)o1,2,1
Cc1ccc(C)n1CCN1CCN(C(=O)CSc2nc3ccccc3nc2N2CCOCC2)CC1,17,-7
CC1=C(C(=O)Nc2ccccc2)C(c2ccncc2)C(C#N)=C(SCC(=O)NC2CC2)N1 (stereo not drawn),-4,-2
COc1ccc(-c2cc(C(F)(F)F)nc(SCCC(=O)NCc3ccccc3)n2)cc1,-1,0
CCC(Oc1ccccc1)C(=O)N1CCC(C(N)=O)CC1 (stereo not drawn),1,-2
O=C(c1ccco1)N1CCN(c2ccccc2F)CC1,6,-7
CN1Cc2sc(N)c(C#N)c2CC1(C)C,1,0
CCN(CCNC(=O)Nc1ccc(Cl)cc1)c1ccccc1,0,0
CC(NC(=O)COC(=O)Cn1cnc2ccccc2c1=O)C1CC2CCC1C2 (stereo not drawn),10,-16
COc1ccccc1NS(=O)(=O)c1cc(NC(=O)c2sccc2C)ccc1N1CCCC1,4,173*
CCCc1cc(=O)[nH]c(SCC(=O)OCc2ccccc2)n1,-2,3
CCCCNC(=O)Nc1ccccc1C(=O)Nc1ccc(OC)cc1,-9,4
Clc1ccc2oc(-c3cccnc3)nc2c1,-12,40
O=C(N1CCN(Cc2ccccc2)CC1)C12CC3CC(CC(C3)C1)C2,11,4
CCCN1Cc2cccc(C(=O)NC(C)c3cccs3)c2C1=O (stereo not drawn),-1,-2
O=C1N=C(N2CCN(c3cccc4ccccc34)CC2)S/C1=C/c1cccs1,-2,9
CCOC(=O)c1c(NS(=O)(=O)c2cccc(OC)c2)sc2c1CCC2,-1,-1
CCn1cnc2sc(C(=O)N(Cc3ccc(N(C)C)cc3)Cc3ccco3)c(C)c2c1=O,-12,-2
O=C1C2C3CCCC3=C3CCCC3C2C(=O)N1c1ccccc1 (stereo not drawn),-7,6
CC(C)[C@H](NS(=O)(=O)c1ccccc1)C(=O)OCn1nnc2ccccc2c1=O,-26,2
O=C1c2ccc(Oc3ccc4c(c3)C(=O)N(CCCCO)C4=O)cc2C(=O)N1CCCCO,9,-4
Cc1ccc(CO/N=C/C2=C(Cl)c3ccccc3CC2)cc1,-20,9
O=C(O/N=C\c1ccc(N2CCCCC2)c([N+](=O)[O-])c1)c1cccc(Cl)c1,0,-7
O=C(CN1C(=O)CCS(=O)(=O)c2ccccc21)NCc1ccc2c(c1)OCO2,11,-10
Cc1ccc(CN(C(=O)Cn2nnc3ccccc32)C(C(=O)NCc2ccco2)c2ccc(C)o2)cc1 (stereo not drawn),-1,16
CCSc1nc(=S)n(-c2ccccc2)c(C)c1C(C)=O,0,38
CCOC(=O)c1cc(C(=O)OCC)cc(-n2c(C)cc(C(=O)CN3CCOCC3)c2C)c1,2,3
O=C(c1ccc(S(=O)(=O)N2CCCCC2)cc1)N1CCCc2ccccc21,11,-6
Nc1nnc(SCC(=O)N2CCc3ccccc32)n1-c1ccccc1,5,-6
O=C(CCn1nc(-c2ccc(Cl)cc2)ccc1=O)NCc1ccccn1,-17,-11
Cc1ccccc1Nc1nc(N)nc(CSc2nc3ccccc3c(=O)n2C)n1,9,-6
CCc1cc2c(=O)n(CC)c(SC(C)C(=O)Nc3c(C)n(C)n(-c4ccccc4)c3=O)nc2s1 (stereo not drawn),-10,-4
CCOC(=O)C1=C(C)N(C)C(C)=C(C(=O)OCC)C1c1ccccn1,2,4
O=c1/c(=C/c2ccc(O)cc2)sc2n1CCCN=2,-22,-1
CCc1nnc(NC(=O)CSc2nnc(-c3ccccc3O)n2-c2ccc(C)cc2)s1,1,10
c1ccc(Cn2c(SCCN3CCOCC3)nnc2-c2cccnc2)cc1,16,3
Cc1cccc(N(CC(=O)NCc2ccco2)C(=O)CCC(=O)Nc2ccccn2)c1,-4,-3
COCCN(C(=O)CC(C)(C)C)c1nnc(-c2cccnc2)s1,1,-4
C/C(=N\NC(N)=O)c1ccc(Cl)cc1,-31,-6
CCC1CCCN1Cn1cnc2c([nH]c3ccc(OC)cc32)c1=O (stereo not drawn),-13,32
O=C(c1nc2nc(-c3ccccc3)cc(C(F)(F)F)n2n1)N1CCCCC1,?,-2
O=C(c1ccc(C#Cc2ccccc2)o1)N1CCN(c2ccccn2)CC1,-13,2
CC(C)(C)c1nnc(NC(=O)C2CCN(c3ncccn3)CC2)s1,-20,0
CC(Sc1n[nH]c(N)n1)C(=O)C12CC3CC(CC(C3)C1)C2 (stereo not drawn),-2,-4
CCOC(=O)C1CCCN(c2nc(C)nc3c2oc2ccccc23)C1 (stereo not drawn),-9,3
COc1ccc(C2C3=C(CC(C)(C)CC3=O)Oc3ncn(CCCn4ccnc4)c(=N)c32)cc1 (stereo not drawn),-45,5
Cc1cccc(NC(=O)CSc2nc(-c3ccccc3)c(C#N)c(=O)[nH]2)c1C,7,-5
COc1ccc(Nc2nc(NC(C)(C)C)nc(N3CCCC3)n2)c(OC)c1,-18,16
O=C(CSc1nc2ccccc2c(=O)[nH]1)Nc1ccc(S(=O)(=O)N2CCCC2)cc1,6,0
CC(=O)Nc1ccc(-c2csc(NCc3ccco3)n2)cc1,3,-1
Cc1nn(-c2ccccc2)c(C)c1/C=N/NC(=O)c1cc(-c2ccccc2)n[nH]1,-7,73
O=C(N/N=C/c1ccc(Br)s1)c1cccnc1,-3,5
Cc1ccc(NC(=O)c2c(Cl)n(C)c3ccccc23)cc1,-31,8
COc1cc(C2SCC(=O)N2CCCN(C)C)cc(OC)c1OC (stereo not drawn),1,-2
Oc1ccc(/C=N/NC(=S)NCc2ccco2)cc1,-23,-8

# A stretch from further up, as a working copy:
SMILES,PGC1a acetyl inh,miR-122 sensor
O=C(c1nc2nc(-c3ccccc3)cc(C(F)(F)F)n2n1)N1CCCCC1,?,-2
O=C(c1ccc(C#Cc2ccccc2)o1)N1CCN(c2ccccn2)CC1,-13,2

# Returning to the listing; the 2 compounds before the break are reprinted first.
SMILES,PGC1a acetyl inh,miR-122 sensor
COc1cc(C2SCC(=O)N2CCCN(C)C)cc(OC)c1OC (stereo not drawn),1,-2
Oc1ccc(/C=N/NC(=S)NCc2ccco2)cc1,-23,-8
O=C(Cn1cnc([N+](=O)[O-])n1)N/N=C/c1ccccc1O,-2,2
CCC1CCCCN1C(=O)CCCOc1ccccc1 (stereo not drawn),-4,1
N#Cc1nc(-c2cccs2)oc1NCc1ccc(Cl)cc1,-10,0
O=C(NC(NC(=S)Nc1ccccc1C(=O)O)C(Cl)(Cl)Cl)c1cccc([N+](=O)[O-])c1 (stereo not drawn),1,-7
CCCCN(CCCC)CC(O)CN1C(=O)NC(C)(C)C1=O (stereo not drawn),-7,0
COc1cc2c(cc1NC(=O)CSc1nnnn1-c1ccccc1)oc1ccccc12,-7,4
COc1cc(C(=O)OCC(=O)Nc2c(F)c(F)c(F)c(F)c2F)cc(OC)c1OC,5,0
CCCC(CCC)n1[nH]c(=O)c2c(C)cc(C)nc21,11,6
CCOC(=O)c1c(NC(=O)CCN2CCOCC2)sc2c1CC(C)(C)OC2,-2,6
CCOC(=O)Cn1nc(-c2ccccc2)ccc1=O,12,1
CCn1ncc2c(OCc3ccc(C#N)cc3)cc(C)nc21,7,0
OC(c1ccccn1)c1c[nH]c2ccccc12 (stereo not drawn),-4,3
O=C(CSc1ncn[nH]1)Nc1ccc(Br)cc1F,-15,-3
Cc1cccc(NC(=O)CC2SC(=O)N(c3ccccc3)C2=O)c1 (stereo not drawn),1,-5
O=C(Cn1c(=O)oc2cc(S(=O)(=O)N3CCCC3)ccc21)Nc1ccc(C(F)(F)F)cc1,-10,-1

# Complete entries, looked up by structure. Values in the order: PGC1a acetyl inh	miR-122 sensor
# Cc1cccc(NC(=O)CC2SC(=O)N(c3ccccc3)C2=O)c1 (stereo not drawn) as listed: 1	-5
# CCC1CCCCN1C(=O)CCCOc1ccccc1 (stereo not drawn) as listed: -4	1

# Next section
SMILES,PGC1a acetyl inh,miR-122 sensor
Cc1ccc(NC(=O)CN(C)C(=O)Cn2cc(C(F)(F)F)ccc2=O)cc1,-3,3
COc1ccc(CN(CC(=O)NCC2CCCO2)C(=O)CCC(=O)Nc2cc(C)ccn2)cc1 (stereo not drawn),-1,-7
Cc1nn(-c2ccccc2)c(C)c1/C=N/NC(=O)c1cc(C23CC4CC(CC(C4)C2)C3)[nH]n1,-11,2
O=C(Nc1ccc(F)cc1)N(CCCN1CCOCC1)Cc1cc2cc3c(cc2[nH]c1=O)OCO3,-15,10
COc1ccc(-c2nnc3ccc(SCC(=O)NCc4ccco4)nn23)cc1OC,3,1
Cn1cnnc1SCC(=O)c1ccc2c(c1)OCCO2,-8,3
O=[N+]([O-])c1ccc(N2CCN(S(=O)(=O)c3ccccc3)CC2)cc1NCc1cccnc1,8,-2
Cc1nc(SCC(=O)c2ccccc2)c(C#N)c(-c2ccco2)c1C(=O)NCc1ccco1,0,1
Cn1c(=O)n(C)c2cc(S(=O)(=O)O)ccc21,2,-4
Cc1[nH]c(=O)[nH]c(=O)c1NC(=O)c1cccs1,1,2
Cc1ccc(CC(=O)Nc2cccc(C#N)c2)cc1,3,6
Cc1nnc(NC(=O)CSc2nnc(-c3ccco3)o2)s1,11,-8
COc1ccc(N(CC(=O)N/N=C/c2ccc(-c3ccc([N+](=O)[O-])cc3)o2)S(=O)(=O)c2ccc(C)cc2)cc1Cl,3,-5
Cc1ccc(C(=O)c2cc([N+](=O)[O-])ccc2N2CCOCC2)c(C)c1,-32,49
Cc1c(C(=O)Nc2ccc(Oc3ccccc3)cc2)sc2nc3n(c(=O)c12)CCC3,-37,-2
O=C(OCC(F)(F)C(F)F)c1ccccc1C(=O)Oc1ccc(F)cc1F,5,-1
CCOc1ccc2c3c(c(=O)oc2c1OCC)CCCC3,3,0
Fc1cccc(CSc2nc3ncccc3[nH]2)c1,-6,4
